GALK inh – galactokinase (human) inhibition; 270,000 compounds, 0.007% hits; Potency, µM (highest dose often 57.5 µM), inactives show top-dose activity change, negative = inhibition, usual class: inhibitors; AID 1868; Purified GALK, Kinase-Glo residual ATP luminescence; P51570; further: potency means the concentration at half of the fitted maximal effect
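Kinase-Glo Plus luminescence measured ATP left after a 1 h room-temperature reaction. The reaction used 5 nM GALK, 100 uM galactose and 35 uM ATP at pH 8.0 (20 mM HEPES, 5 mM MgCl2, 60 mM NaCl, 1 mM DTT, 0.01% BSA).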
KCNH2 3.1 inh – inhibitors of human KCNH2 3.1 potassium channel isoform; AID 720553; activity change, % (tested at about 1.8 µM); U2OS KCNH2 3.1, thallium flux FluxOr; hits give low values; 340,000 compounds, 0.95% hits;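 active means maximum activity change below -70%; inconclusive means maximum activity change from -70% to -50%; inactive means maximum activity change above -50%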;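 further: thallium influx rate constant from kinetic fluorescence after stimulation buffer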
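U2OS cells transduced with KCNH2 3.1 mutant virus (1.77 x 10^8 /mL, 4 h), plated overnight at 37 C, loaded 45 min with FluxOr dye plus Red40 quencher. Thallium flux rate constant from kinetic reads after stimulation buffer, normalised to controls.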
Eya2 phos inh – blocks the phosphatase activity of human Eya2; recombinant Eya2, OMFP fluorescence dephosphorylation (OMFP is methylfluorescein phosphate); Potency, µM (doses to about 76.9 µM), for the others: at the highest dose activity, negative = inhibition, hits mostly inhibitors; 330,000 compounds, 0.006% hits; further: potency means the concentration at half of the fitted maximal effect
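Eya2 protein (added as 0.2 uM solution) was preincubated with compound for 10 min at ambient temperature in 50 mM HEPES pH 7.5, 50 mM NaCl, 5 uM MgCl2, 0.05% BSA, 1 mM DTT. OMFP (added at 50 uM) then reacted 10 min; fluorescence read at 485/525 nm.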
Coupling enz – inhibits coupling enzyme system, counter-screen for aldolase hits; activity change, negative = inhibition, % at 58.2 µM, hits read low; 290,000 compounds, 0.67% hits; coupling enzyme system counterscreen, AmpLite Red fluorescence; in the data active means activity change below about -30%
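Activity here indicates interference with the coupling reaction, not aldolase inhibition. Compounds at 57.5 uM final met coupling enzymes for 10 min at RT; substrate and AmpLite Red detection followed, with a 525/598 nm fluorescence read after 20 min.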
hERG WT inh – KCNH2 (human, wildtype) channel inhibition. AID 720551. activity change, % at 1.84 µM. 340,000 compounds, 0.37% hits. U2OS, BacMam KCNH2, thallium flux FluxOr; hits give low values;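 active means maximum activity change below -70%; inconclusive means maximum activity change between -70% and -50%; inactive means maximum activity change above -50%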
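U2OS cells were transduced with wild-type KCNH2 virus (2.03 x 10^8 / mL) for 4 h at room temperature, then cultured overnight at 37 C. Thallium flux was read with FluxOr dye. Rate constants were normalized to DMSO controls.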
PKM2 activator – PKM2 (human) enzyme activation; P14618; purified PKM2, Kinase-Glo ATP luminescence, activation; response scale: 0% is enzyme alone, no compound; Potency, µM (doses to about 57.5 µM), inactives show at the top dose activation, most hits filed as activators; 260,000 compounds, 0.34% hits; AID 1631; further: potency means the concentration at half of the fitted maximal effect; nearly all actives have a fitted effect of over 55% in size
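Purified hPK-M2 (>95%) run at intermediate activity with 0.1 mM ADP and 0.5 mM PEP in 50 mM imidazole pH 7.2, KCl, MgCl2; 1 h room temperature. ATP formed read by Kinase-Glo luminescence; normalized to uninhibited and no-enzyme controls.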
uPA surface inh – blocks generation of uPA at the cell surface. cell surface uPA generation assay, qHTS. Potency, µM (top dose mostly 38.3 µM), inactives show at the top dose activity change, negative = inhibition, usual class: inhibitors. 330,000 compounds, 0.31% hits; active means well fitted inhibition curve with a large enough effect; inconclusive means small, poorly fitted or top-dose-only effect; inactive means no such curve, though single readings can be large or run the other way; tested in mouse RAW 264.7 cells; further: potency means the concentration at half of the fitted maximal effect; nearly all actives have a fitted effect of over 55% in size
USP2a inh – USP2a (human) protease inhibition; O75604; USP2 core, Ub-CHOP2 coupled fluorogenic reporter, 485/531; Potency, µM (top dose mostly 38.3 µM), without a hit: at the top dose activity change, negative = inhibition, usual class: inhibitors; 330,000 compounds, 0.01% hits; AID 463254;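 further: potency means the concentration at half of the fitted maximal effect; plate controls were DMSO wells for no effect and full inhibition by NEM control for full effect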
Target sequence (O75604 whole entry, looked up): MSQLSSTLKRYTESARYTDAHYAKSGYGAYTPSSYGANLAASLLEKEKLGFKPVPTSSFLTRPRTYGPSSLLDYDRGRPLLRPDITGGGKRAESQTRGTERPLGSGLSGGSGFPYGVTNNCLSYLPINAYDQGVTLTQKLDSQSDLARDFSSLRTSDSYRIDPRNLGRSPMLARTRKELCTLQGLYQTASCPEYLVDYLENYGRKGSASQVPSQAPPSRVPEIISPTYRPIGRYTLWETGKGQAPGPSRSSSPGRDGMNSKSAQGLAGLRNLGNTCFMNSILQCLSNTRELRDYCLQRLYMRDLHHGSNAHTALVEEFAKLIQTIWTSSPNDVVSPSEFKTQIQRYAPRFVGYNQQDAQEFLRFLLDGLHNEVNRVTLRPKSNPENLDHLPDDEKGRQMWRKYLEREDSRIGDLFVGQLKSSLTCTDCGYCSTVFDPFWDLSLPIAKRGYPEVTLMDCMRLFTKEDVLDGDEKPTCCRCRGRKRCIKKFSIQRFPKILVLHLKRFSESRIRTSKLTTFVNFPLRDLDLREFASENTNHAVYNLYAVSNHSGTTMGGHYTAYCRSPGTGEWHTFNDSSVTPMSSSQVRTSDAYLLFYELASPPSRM
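Cell-free coupled assay: 10nM USP2 core preincubated 30min RT with compound in Tris-HCl pH 8.0/CaCl2/CHAPS buffer, then 25nM Ub-CHOP2 and 25nM reporter substrate; fluorescence (Ex 485/Em 531) read after 60min RT, normalized to NEM inhibition, concentration-response curves fitted.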
Giardia kill – Giardia lamblia killing; Giardia lamblia trophozoite viability; 340,000 compounds, 0.15% hits; AID 540267; activity change, % at 7.66 µM, hits read low; in the data active means activity change below about -80%; inconclusive means between about -30% and that limit;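 further: parasites exposed to compound for two days anaerobically before the ATP read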
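Compounds were tested on trophozoites seeded at 100 cells/well and held 48 hrs at 37 deg C anaerobically. An ATP-based luminescent kit measured the remaining live cells.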
B2AR arrestin – agonists driving beta-arrestin recruitment to human beta2-adrenergic receptor; 330,000 compounds, 0.02% hits; P07550; beta-arrestin recruitment to beta2AR, cell-based reporter; Potency, µM (titrated, usually from 46.1 µM), inactives show top-dose activation, hits mostly activators;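 further: potency means the concentration at half of the fitted maximal effect; 0% = DMSO controls and full agonism = EC100 isoproterenol or metaproterenol; nearly all actives have a fitted effect of over 65% in size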
Target sequence (P07550 whole entry, looked up): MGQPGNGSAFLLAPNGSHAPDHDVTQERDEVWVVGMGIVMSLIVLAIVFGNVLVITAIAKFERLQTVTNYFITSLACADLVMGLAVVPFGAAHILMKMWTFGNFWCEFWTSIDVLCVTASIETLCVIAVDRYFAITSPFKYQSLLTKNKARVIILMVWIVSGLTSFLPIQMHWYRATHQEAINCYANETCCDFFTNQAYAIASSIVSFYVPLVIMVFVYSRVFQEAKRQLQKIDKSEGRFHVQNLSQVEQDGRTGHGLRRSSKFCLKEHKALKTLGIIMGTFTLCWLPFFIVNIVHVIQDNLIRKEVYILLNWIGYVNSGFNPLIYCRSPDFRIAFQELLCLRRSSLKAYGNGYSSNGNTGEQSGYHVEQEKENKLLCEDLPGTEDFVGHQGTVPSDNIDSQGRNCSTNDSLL
BCR signal inh – inhibitors of chronic active B-cell receptor signaling. 340,000 compounds, 0.05% hits. Potency, µM (top dose mostly 46.1 µM), for inactives: at the top dose ratio change, negative = lower green/red ratio, most hits filed as inhibitors. ABC-DLBCL IkBa-CBG/CBR reporter, luminescence ratio, 4 h; active means well fitted inhibition curve with a large enough effect in the signal ratio, with a control signal flat, not every such curve was filed as active; inconclusive means small, poorly fitted or top-dose-only effect, or effect the other way, or a change in a side signal; the % refers to the signal ratio;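 further: potency means the concentration at half of the fitted maximal effect; plate controls were basal doxycycline-induced cells for no effect and cells given 10 µM MG132 for full effect; MG132 reads +100%, hits lower the ratio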
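Compounds up to 46 uM were incubated four hours with TMD8 cells whose green CBG68 luciferase is fused to IkappaBalpha; red CBR luminescence normalised the signal, and concentration-effect curves were fitted to fusion, red and ratio data.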
* marks the source's active call; other numbers are inactive results; u = inconclusive; x = not tested or not shown; [ ] = remark or other dose. Unless noted, the call rests on the fitted dose curve; in most records, active means well fitted curve in the direction sought with a large enough effect; inconclusive means small, poorly fitted or top-dose-only effect, or another doubt; inactive means no such curve, though single readings can be large; an effect the other way counts as inactive or inconclusive. Unless noted, on the % scale 0 is the no-effect control and ±100 the full control effect.

SMILES | GALK inh | KCNH2 3.1 inh | Eya2 phos inh | Coupling enz | hERG WT inh | PKM2 activator | uPA surface inh | USP2a inh | Giardia kill | B2AR arrestin | BCR signal inh
Cc1c(NC(=O)CSc2nnc(-c3cccnc3)n2N)c(=O)n(-c2ccccc2)n1C | x | 7 | -9% | x | -15 | x | -7% | 0% | -18 | -0.9% | 0%
CCN(CC)S(=O)(=O)c1ccc(Cl)c(NC2=NCCCCC2)c1 | 5% | 7 | -6% | 1 | -3 | -1% | 4% | 2% | -12 | 0.0% | 0%
Cc1ccc(S(=O)(=O)NCCC(=O)Nc2ccc(C)cc2C(=O)c2ccccc2)cc1 | 2% | -7 | -8% | -1 | 5 | -12% | -1% | 4% | 15 | -0.1% | 0%
Cc1ccc(-c2csc3ncnc(NS(=O)(=O)c4ccc(Cl)cc4)c23)cc1 | -2% | -5 | 8% | 0 | -3 | -15% | 0% | 0% | -23 | 0.1% | 4%
COc1ccc(C(=O)NCC(=O)N/N=C/c2cccnc2)cc1 | -1% | -3 | 2% | -2 | 2 | 1%[0.46 µM] | 4% | 2% | -3 | 0.0% | 0%
COc1cc2cncc(Cc3ccc(Cl)cc3)c2cc1OC | x | -8 | -9% | x | 3 | x | -2% | 1% | 8 | -0.2% | -14%
COCCN(CCOC)C(=O)Nc1ccc(Cl)cc1 | 11% | -4 | -2% | 0 | -19 | 0% | -2% | 2% | -6 | 0.1% | u
Oc1ccc(Cl)c2cccnc12 | x | -18 | x | -1 | -16 | x | -8% | x | -4 | x | x
O=c1c2ccccc2n2nnnc2n1-c1ccccc1 | -4% | -21 | x | 1 | -4 | -1% | 4% | x | 4 | x | x
Cc1ccc(N(CCCCN2C(=O)c3ccccc3C2=O)C(=O)c2cccs2)cc1 | 0% | -37 | -21% | 3 | 25 | 3% | 4% | 2% | 4 | -1.1% | 3%
COc1ccc(C)cc1N(CC(=O)NC(C)c1ccccc1)S(C)(=O)=O (stereo unspecified) | 2% | -7 | 10% | 0 | -13 | 3%[11.5 µM] | 25% | -1% | 4 | -0.3% | 1%
O=C(NCc1ccc(F)cc1)N[C@@H](Cc1ccccc1)C(=O)O | 6% | 13 | 17% | 2 | 7 | 13% | x | -1% | 8 | 0.0% | 5%
O=C(NCCc1ccc(Cl)cc1)c1ccc2nc(N3CCOCC3)sc2c1 | x | -1 | -4% | 1 | 11 | 0% | 9% | 1% | -21 | 0.3% | -9%
COc1ccccc1OCCOCCN1CCCC1 | 6% | 13 | 7% | 2 | 6 | 1% | 5% | 3% | 13 | -0.9% | 3%
O=C(CSc1nc(N2CCCCC2)nc(N2CCCCC2)n1)N1CCN(c2ccccc2)CC1 | 5% | -18 | -4% | -1 | -2 | -5% | -3% | u | -15 | -0.4% | 0%
CC1CN(C(=O)c2cc(S(=O)(=O)N3CCCC3)c(Cl)cc2Cl)CC(C)O1 (stereo unspecified) | 0% | 16 | 7% | -1 | -2 | 0% | 1% | 0% | 4 | 0.3% | -2%
CN(CP(=O)(O)C(O)c1ccccc1)S(C)(=O)=O (stereo unspecified) | 2% | -3 | 5%[15.4 µM] | 3 | -2 | -4% | 3% | 5% | 11 | -0.6% | 5%
CC(C)(C)NC(=O)N1CCN(c2nc3ccc(Cl)cc3s2)CC1 | -4% | 1 | 6% | 0 | 10 | x | -1% | 3% | -7 | 0.1% | u
CC(C)c1ccc(C(=O)N2CCN(CCO)CC2)cc1 | 0% | 8 | -2% | 4 | 2 | -2% | 1% | 0% | -4 | 0.4% | -2%
C=CCn1c(-c2cc(-c3ccccc3)sc2N)n[nH]c1=S | x | 2 | -19% | -1 | -8 | -12% | 3% | 3% | -18 | -0.3% | -3%
CCOC(=O)N1CCN(C(=O)c2cn(CC(C)C)c(=O)c3c2c2ccccc2n3C)CC1 | -1% | 2 | 6% | 0 | -15 | 2% | 1% | -2% | 6 | -0.4% | 15%
O=C(N/N=C/c1ccc(O)c(O)c1)N/N=C/c1ccc(O)c(O)c1 | x | 15 | -16% | -8 | -3 | x | -15% | 0% | 7 | -0.9% | u
COc1ccccc1-n1c(=O)[nH]c2c(C(N)=O)nc(C3CCCCC3)nc21 | 3% | 1 | 14% | -3 | 0 | 1% | 14% | 1% | 18 | -0.3% | -26%
O=C(/C=C/c1ccco1)Nc1ccc(-c2nc3ccccc3[nH]2)cc1 | 2% | -18 | -5% | 2 | 14 | -2% | -11% | 1% | 5 | 0.4% | 8%
Cc1ccc(SCC(=O)N2CCC(C(N)=O)CC2)cc1 | 2% | 12 | 15% | 3 | -3 | 0% | -2% | 6% | 21 | -0.3% | u

(continued)
SMILES | GALK inh | KCNH2 3.1 inh | Eya2 phos inh | Coupling enz | hERG WT inh | PKM2 activator | uPA surface inh | USP2a inh | Giardia kill | B2AR arrestin | BCR signal inh
Cc1ccccc1N(C(=O)CCC(=O)Nc1ccccn1)C(C(=O)NC(C)C)c1ccc(O)cc1 (stereo unspecified) | 2% | x | -1% | -1 | -13 | -9% | 4% | -2% | -12 | 0.0% | 5%
CCOc1ccc(-n2c(=O)[nH]cc(C(=O)N3CCCc4ccccc43)c2=O)cc1 | 4% | -5 | -4% | 1 | 12 | -5% | -4% | 5% | -12 | -0.1% | -6%
C/C(=N\Nc1ccc(C(F)(F)F)cc1[N+](=O)[O-])C(C)C | 1% | -1 | 2% | 5 | 17 | -16% | 2% | 2% | -10 | -1.6% | 4%
CCCCC(=O)Nc1ccc(NC(=O)c2cc(OC)c(OC)c(OC)c2)cn1 | 2% | 3 | -7% | -1 | -2 | -5% | -7% | -4% | -3 | 0.0% | 4%
COc1cc(NC(=O)CCNC(=O)Cn2cnc3sc4c(c3c2=O)CCCC4)cc(OC)c1OC | 8% | 1 | 2% | -1 | -7 | -5% | 1% | 2% | -8 | 0.8% | 1%
COc1ccc(OC)c(Nc2nc(-c3ccccc3O)nc3ccccc23)c1 | -1% | 15 | -26% | -1 | -11 | -1% | -2% | 6% | -11 | 0.0% | 3%
c1ccc(-n2nnnc2SCc2cccc3nsnc23)cc1 | 0% | -7 | -8% | -3 | 3 | 7% | -6% | -5% | 0 | -2.9% | u
NS(=O)(=O)c1cccc(NC(=O)COC(=O)C2(c3cccc(F)c3)CCCC2)c1 | 1% | 12 | -7% | -3 | -8 | -3% | 2% | 2% | -8 | 0.3% | 0%
CCc1nn(CC(=O)N(C)C2CCCCC2)c(=O)c2cc3cc(C)ccc3n12 | 1% | 2 | 5% | x | -12 | x | 3% | 0% | -5 | 0.2% | -1%
COc1ccc(Cn2c(C3CC3)nc3ccc(NC(=O)C4CC4)cc3c2=O)cc1 | 3% | 2 | -6% | 4 | -6 | -6% | -5% | -1% | 3 | -0.6% | -6%
Cc1cccc(CN2CCOCCS2(=O)=O)c1 | x | 7 | 3% | 1 | -10 | -1% | 5% | 1% | -6 | -0.8% | -1%
NC1=NC(=O)C2(COC(c3cccnc3)OC2)S1 (stereo unspecified) | 16% | -21 | -4% | 1 | 1 | x | 3% | 2% | 2 | 0.0% | 2%
CCc1ccc(N2CC(C(=O)N3CCCC3)CC2=O)cc1 (stereo unspecified) | 3% | 1 | -12% | 4 | -8 | x | -1% | 0% | -1 | 0.5% | u
CN1CCN(c2nc(NCCOC34CC5CC(CC(C5)C3)C4)nc(OCC(F)(F)F)n2)CC1 | 0% | -71* | 1% | 0 | 24 | -21% | 0% | 1% | -5 | -0.2% | u
COc1ccc(N2CCC(CNC(=O)Nc3ccc(C)c(C)c3)C2)cc1 (stereo unspecified) | x | 1 | 2% | -13 | 12 | 0% | 4% | 0% | 28 | 0.1% | u
CCOC(=O)c1[nH]c(C)c(C(=O)OCC(=O)NC(C)c2ccc(F)cc2)c1C (stereo unspecified) | x | 14 | 3% | x | -13 | x | u | 4% | 1 | -0.8% | 0%
COc1cc(OC)c(C2C(C(=O)O)c3ccccc3C(=O)N2C)cc1OC (stereo unspecified) | x | 0 | -3% | -40* | -1 | 4% | -3% | -1% | -6 | 0.2% | 0%
CCOC(=O)N1CCN(S(=O)(=O)c2ccc(C)cc2)C1c1ccc(OC)cc1 (stereo unspecified) | 5% | -24 | 3% | 3 | 1 | 4% | -2% | u | -3 | -1.8% | -2%
CCCCSc1nc2c(=O)[nH][nH]c(=O)c2n1Cc1ccccc1 | -5% | -22 | -7% | 4 | -8 | 0% | -3% | 2% | -23 | 0.1% | 16%
O=C(c1ccc(Cl)cc1)N(Cc1ccc(Br)cc1)N1C(=O)CCC1=O | 1% | -10 | u | -4 | 9 | -5% | -3% | 2% | -8 | 0.0% | -1%
Cc1cc(C(=O)COc2cccnc2[N+](=O)[O-])c(C)n1-c1ccccc1 | 0% | 5 | 5% | 0 | 0 | 3% | 1% | 2% | -89* | -0.6% | 0%
